# NPC1 promoter act – activators of NPC1 promoter | 320,000 compounds, 2.4% hits | AID 485313 | Potency, µM (titrated, usually from 9.22 µM), for the others: top-dose activation, actives largely listed as activators | Huh7 NPC1 promoter luciferase reporter, 24 h;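 also: potency is read from the fitted curve at half-maximal effect; % of control where 0% means no effect; nearly all actives have a fitted effect of over 60% in size; reporter is driven by a mutant NPC1 promoter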
#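 Stably transfected Huh7 (NPC1 promoter→luciferase), 1500 cells/well in Opti-MEM + 10% FBS, 2 h settle, then compound 24 h at 37 °C. Luminescence after 10 min with Amplite reagent.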
# p53 reactivator – re-activators of mutant p53; H1299 p53-A138V BP100-luciferase reporter, luminescence, 24 h; Potency, µM (doses to about 92.2 µM), for inactives: top-dose activity change, positive = activation, most hits filed as activators; 320,000 compounds, 0.063% hits; AID 504706; also: potency is read from the fitted curve at half-maximal effect; % of control where 0% means no effect; nearly all actives have a fitted effect of over 45% in size
#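 p53-null H1299 cells stably carrying temperature-sensitive p53-A138V and a BP100-luciferase reporter were pinned with compounds (4-point, 1:5 series) and held 24 hrs at 37 deg C. Luminescence was read 10 min after detection reagent.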
# BRCA1 expr act – BRCA1 expression activation. 380,000 compounds, 1.1% hits. MCF7-BRCA1-FFLuc reporter, luminescence, 48 h; response scale: scaled: vehicle 0%, 10 µM genistein 100%. Potency, µM (titrated, usually from 46.1 µM), without a hit: top-dose activation, actives largely listed as activators; also: potency is read from the fitted curve at half-maximal effect; nearly all actives have a fitted effect of over 80% in size; some results filed as inactive show a strong effect at the top dose
#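 Using MCF7 cells harboring a BRCA1 firefly luciferase reporter, plated 2 h before compound pinning, the screen measured luminescence after 48 h incubation. Responses were normalized to DMSO and 10 microM genistein, then fitted for concentration-effect.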
# ELG1 genotoxic – inducers of genotoxicity in HEK293T ELG1-luciferase cells | HEK293T ELG1-luciferase reporter, luminescence, 16 h | Potency, µM (series often up to 46 µM), for the others: at the highest dose activity change, positive = activation, hits mostly activators | 330,000 compounds, 1.3% hits; also: potency is read from the fitted curve at half-maximal effect; % of control where 0% means no effect; nearly all actives have a fitted effect of over 60% in size
#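 16 hr compound incubation (37 °C, 5% CO2) of HEK293T cells carrying luciferase-tagged ELG1; luciferase then measured by ONE-Glo luminescence after 30 min at RT.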
# Giardia kill – Giardia lamblia killing | Giardia lamblia trophozoite viability | activity change, % at 7.66 µM, hits read low | 340,000 compounds, 0.15% hits; in the data active = activity change below about -80%; inconclusive = between about -30% and that limit;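 also: parasites exposed to compound for two days anaerobically before the ATP read; % is scaled to controls: 0 for no effect and ±100 for the full control effect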
#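 Giardia trophozoites, 100 cells per well, were exposed to compounds for 48 hrs at 37 deg C under anaerobic conditions; viability was then read as ATP content by bioluminescence after 15-30 min at room temperature.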
# RORg inh – inhibitors of mouse ROR gamma transcriptional activity | Drosophila S2 Gal4-RORgamma UAS-luciferase reporter, 20 h | Potency, µM (series often up to 53.6 µM), without a hit: at the top dose activity change, negative = inhibition, hits mostly inhibitors | P51450 | 310,000 compounds, 5.4% hits | AID 2551; also: potency is read from the fitted curve at half-maximal effect; % is scaled to controls: 0 for no effect and ±100 for the full control effect; nearly all actives have a fitted effect of over 60% in size
# Target sequence (P51450 whole entry, looked up, the tested form may be a part): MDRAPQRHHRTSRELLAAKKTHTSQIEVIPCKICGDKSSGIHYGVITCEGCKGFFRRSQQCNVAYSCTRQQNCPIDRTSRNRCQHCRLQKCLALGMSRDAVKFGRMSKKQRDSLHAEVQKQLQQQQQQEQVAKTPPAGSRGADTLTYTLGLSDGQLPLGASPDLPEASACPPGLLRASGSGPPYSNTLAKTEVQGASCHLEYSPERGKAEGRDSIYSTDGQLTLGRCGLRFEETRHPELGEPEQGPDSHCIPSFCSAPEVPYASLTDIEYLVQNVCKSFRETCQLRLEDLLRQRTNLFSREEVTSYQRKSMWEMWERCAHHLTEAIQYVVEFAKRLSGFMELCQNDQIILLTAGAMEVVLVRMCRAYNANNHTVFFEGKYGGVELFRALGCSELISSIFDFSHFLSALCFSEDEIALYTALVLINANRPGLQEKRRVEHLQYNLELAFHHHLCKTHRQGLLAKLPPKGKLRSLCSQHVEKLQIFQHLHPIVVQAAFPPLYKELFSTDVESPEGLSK
#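 In this cell-based reporter format, copper sulfate (700 uM final) drives Gal4–ROR gamma fusion expression from a metallothionein promoter in Drosophila Schneider cells; compounds preincubated 1 hr, reporter read after 20 hr at ambient temperature.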
# Rab9 prom act – Rab9 promoter activation; Huh7 Rab9 promoter-luciferase reporter, luminescence, 24 h; Potency, µM (titrated, usually from 9.22 µM), without a hit: at the top dose activation, negative = inhibition, usual class: activators; 320,000 compounds, 2.8% hits; also: potency is read from the fitted curve at half-maximal effect; % of control where 0% means no effect; nearly all actives have a fitted effect of over 60% in size
#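 Using Huh7 cells stably transfected with Rab9 promoter–luciferase, compounds were incubated 24 h at 37 °C, 5% CO2; luciferase luminescence was read 10 min after reagent addition.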
# FLuc counter – counter-screen for miR-21 project: firefly luciferase inhibitors or activators. purified FLuc, Km substrates, luminescence inhibition. Potency, µM (highest dose often 57.5 µM), for the others: top-dose activity change, negative = inhibition, actives largely listed as inhibitors. 360,000 compounds, 6.9% hits. AID 588342;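 also: potency is read from the fitted curve at half-maximal effect; plate controls were vehicle for no effect and reference inhibitor for full effect; nearly all actives have a fitted effect of over 55% in size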
# Target sequence (P08659 whole entry, looked up): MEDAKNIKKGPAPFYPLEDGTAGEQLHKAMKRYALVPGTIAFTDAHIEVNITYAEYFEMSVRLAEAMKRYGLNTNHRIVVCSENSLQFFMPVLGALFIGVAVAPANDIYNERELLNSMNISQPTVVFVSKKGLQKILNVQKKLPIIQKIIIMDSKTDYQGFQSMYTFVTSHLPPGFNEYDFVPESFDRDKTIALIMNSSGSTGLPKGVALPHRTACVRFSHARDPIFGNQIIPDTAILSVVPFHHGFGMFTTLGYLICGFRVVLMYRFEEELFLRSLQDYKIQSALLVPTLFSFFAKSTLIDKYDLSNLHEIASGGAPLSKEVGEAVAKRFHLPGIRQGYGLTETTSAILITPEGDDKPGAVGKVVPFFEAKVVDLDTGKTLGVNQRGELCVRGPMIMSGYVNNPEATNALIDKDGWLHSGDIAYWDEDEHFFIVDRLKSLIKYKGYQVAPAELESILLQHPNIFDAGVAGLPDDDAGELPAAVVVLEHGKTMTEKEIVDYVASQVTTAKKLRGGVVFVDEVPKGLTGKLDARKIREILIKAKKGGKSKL
#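 Biochemical qHTS of compounds, final roughly 60 µM downward over six points, against 10 nM purified firefly luciferase using Km concentrations of substrates (10 uM D-luciferin, 10 uM ATP) in Tris acetate pH 7.5 buffer; luminescence output.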
# PKM2 act – PKM2 (human) enzyme activation | purified PKM2, Kinase-Glo ATP luminescence, activation; response scale: 0% is enzyme alone, no compound | P14618 | 260,000 compounds, 0.34% hits | Potency, µM (series often up to 57.5 µM), inactives show at the top dose activation, actives largely listed as activators; also: potency is read from the fitted curve at half-maximal effect; % is scaled to controls: 0 for no effect and ±100 for the full control effect; nearly all actives have a fitted effect of over 55% in size
#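 Kinase-Glo luminescence reports ATP generated from ADP (0.1 mM) and PEP (0.5 mM) by purified hPK-M2 after 1 h at room temperature, pH 7.2 imidazole buffer; intermediate enzyme activity allows detecting inhibitors and activators.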
# Menin-MLL TR inh – inhibitors of human menin-MLL interaction, mutant MLL peptide; Potency, µM (highest dose often 61.6 µM), for inactives: at the top dose FP activity change, negative = inhibition, hits mostly inhibitors; O00255; Menin + Texas Red MLL mutant peptide, fluorescence polarization; AID 1768; 270,000 compounds, 0.23% hits; active = well fitted inhibition curve with a large enough effect in the polarisation, with a control signal flat, not every such curve was filed as active; inconclusive = small, poorly fitted or top-dose-only effect, or effect the other way, or a change in a side signal; inactive = no such curve, though single readings can be large or run the other way; the % refers to the polarisation; also: potency is read from the fitted curve at half-maximal effect; % of control where 0% means no effect; many of its hits are not listed in these tables
# VP16 counter – inhibits Gal4-VP16 luciferase reporter, ROR gamma counter-screen. Drosophila S2 Gal4-VP16 UAS-luciferase, luminescence, 20 h. Potency, µM (series often up to 53.6 µM), without a hit: at the highest dose activity, negative = inhibition, usual class: inhibitors. 310,000 compounds, 3.5% hits. AID 2546;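 also: Gal4-VP16 expression switched on by copper sulfate through the metallothionein promoter; potency is read from the fitted curve at half-maximal effect; % is scaled to controls: 0 for no effect and ±100 for the full control effect; nearly all actives have a fitted effect of over 50% in size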
# Starred values were filed as active, the others as inactive; ? = inconclusive; nt = not tested or not shown; [ ] = remark or other dose. Unless noted, calls follow the shape of the dose curve; as a rule, active = well fitted curve in the direction sought with a large enough effect; inconclusive = small, poorly fitted or top-dose-only effect, or another doubt; inactive = no such curve, though single readings can be large; an effect the other way counts as inactive or inconclusive. An excerpt (hit frequency here may not be typical).
[1] CCCn1c2ccccc2c2cnn(CC(=O)NCCCN3CCN(c4ccccc4)CC3)c(=O)c21
[2] CCN(CC(=O)Nc1ccccc1C(F)(F)F)C(=O)Cc1ccc2c(c1)CCC2
[3] O=C(NCc1ccc(F)cc1)c1cc(-c2cccs2)on1
[4] CC(=O)Nc1c2c(nn1-c1cccc(C)c1)CSC2
[5] Nc1nc2c(s1)CC(c1ccccc1)CC2 (configuration not stated)
[6] CCCN1C(=O)C(Cc2nc3ccccc3c(=O)n2C)c2ccccc21 (configuration not stated)
[7] C=CCN(c1ccccc1C(=O)O)S(=O)(=O)c1ccc(C)cc1
[8] CCOc1ccc(-n2ccnc2SCC(=O)NCc2ccc3c(c2)OCO3)cc1
Assay by compound	1	2	3	4	5	6	7	8
p53 reactivator	-14%	-5%	?	-6%	8%	1%	-4%	-6%
FLuc counter	7%	4%	?	-1%	24µM*	-1%	0%	0%
RORg inh	27%	nt	12%	-10%	-24%	8%	1%	10%
PKM2 act	2%[0.46 µM]	nt	9%	nt	5%	10%	-17%	7%
Menin-MLL TR inh	-19%	nt	?	12%	0%	5%	-2%	?
NPC1 promoter act	2%	-4%	16%	-2%	4%	-1%	-1%	10%
Giardia kill	14	-10	6	13	-3	-1	22	-1
ELG1 genotoxic	-13%	-3%	7%	-2%[9.26 µM]	2%	5%	0%	-1%
VP16 counter	-14%	nt	-5%	-5%	18%	-1%	-30%	-2%
BRCA1 expr act	-21%	-13%	40%	10%	?	-14%	0%	-18%
Rab9 prom act	-6%	-3%	17%	-3%	0%	-16%	-5%	10%

[9] CCCCCC1CCC(c2nnc(SCC(C)=O)o2)CC1 (configuration not stated)
[10] CCN(C(=O)Cc1c(C(=O)O)n(C)c2ccccc12)c1cc(OC)ccc1OC
[11] O=C(Nc1cccc(Cl)c1)Nc1nnc(-c2ccccc2)o1
[12] O=S1(=O)C=C(N2CCOCC2)c2ccccc21
[13] COC(=O)CSc1ncnc2c1sc1nc(N3CCOCC3)c3c(c12)CCCC3
[14] O=c1cc(N2CCc3ccccc32)[nH]c(=O)n1-c1ccccc1Cl
[15] O=C(Nc1cccc(Cl)c1)c1cc(S(=O)(=O)N2CCOCC2)cs1
[16] COC(=O)NC1CSCC1OC(=O)CCN1C(=O)c2ccccc2C1=O (configuration not stated)
Assay by compound	9	10	11	12	13	14	15	16
p53 reactivator	0%	-2%	6%	6%	-9%	-6%	-8%	-2%
FLuc counter	-3%	1%	-3%	?	4%	?	3%	1%
RORg inh	20%	-10%	-10%	-2%	-35%	4%	?	-3%
PKM2 act	0%	nt	0%	-1%	-2%	-3%	-6%	-4%
Menin-MLL TR inh	?	4%	0%	5%	?	13%	nt	23%
NPC1 promoter act	-3%	9%	0%	1%	-1%	-2%	-6%	0%
Giardia kill	20	10	-22	9	10	-10	18	-12
ELG1 genotoxic	-4%	-1%	1%	8%	6%	1%	-10%	-1%
VP16 counter	-3%	1%	-17%	3%	-12%	-4%	1%	3%
BRCA1 expr act	-5%	-18%	0%	-17%	-2%	0%	-19%	-20%
Rab9 prom act	-24%	2%	0%	-2%	2%	-4%	5%	-1%

# Continued (3 carried over from the part before).
[14] O=c1cc(N2CCc3ccccc32)[nH]c(=O)n1-c1ccccc1Cl
[15] O=C(Nc1cccc(Cl)c1)c1cc(S(=O)(=O)N2CCOCC2)cs1
[16] COC(=O)NC1CSCC1OC(=O)CCN1C(=O)c2ccccc2C1=O (configuration not stated)
[17] COc1cc(CN2CCN(c3cccc(C)c3C)CC2)cc(Br)c1O
[18] CN(CCOc1ccccc1)C(=O)c1ccc(OC2CCN(C(=O)C3CC3)CC2)cc1
[19] O=C(Nc1cnc2ccccc2c1)C1COc2ccccc2O1 (configuration not stated)
[20] Cc1occc(=O)c1OCc1ccc(F)cc1
[21] O=c1c(/C=N/Nc2ccccc2)c(Sc2nnnn2-c2ccccc2)nc2ccccn12
[22] O=C1NC2=C(C(=O)CCC2)C(c2cccc([N+](=O)[O-])c2)N1 (configuration not stated)
[23] CSc1cccc(NC(=O)CN(c2cccc(C)c2)S(C)(=O)=O)c1
[24] OC(c1cc(-c2ccc(Cl)cc2)nc2ccccc12)C1CCCCN1 (configuration not stated)
Assay by compound	14	15	16	17	18	19	20	21	22	23	24
p53 reactivator	-6%	-8%	-2%	7%	0%	17%	0%	5%	18%	-4%	-14%
FLuc counter	?	3%	1%	2%	-2%	13µM*	-1%	?	-1%	-3%	-3%
RORg inh	4%	?	-3%	?	37%	16%[10 µM]	-1%	12%	-17%	32%	?
PKM2 act	-3%	-6%	-4%	-1%	-5%	-5%	nt	6%	-17%	4%	3%
Menin-MLL TR inh	13%	nt	23%	-1%	-29%	-5%	-18%	nt	17%	4%	?
NPC1 promoter act	-2%	-6%	0%	-3%	-8%	25%	0%	?	1%	-1%	1%
Giardia kill	-10	18	-12	-9	14	7	-8	9	13	15	-1
ELG1 genotoxic	1%	-10%	-1%	-2%	-6%	?	0%	?	0%	-1%	-2%
VP16 counter	-4%	1%	3%	-3%	2%	6%	10%	2%	-9%	4%	?
BRCA1 expr act	0%	-19%	-20%	-45%	-29%	8%	-1%	76%	-3%	-1%[1.84 µM]	-89%
Rab9 prom act	-4%	5%	-1%	5%	-21%	4µM*	0%	?	1%	-1%	-6%

[25] CCn1c(SCC(=O)Nc2ccc3c(c2)OCCO3)nnc1-c1ccncc1
[26] COc1ccccc1N=C1SCC(=O)N1c1ccccc1OC
[27] CC(=O)N1CCc2c(sc(NC(=O)Cc3ccccc3)c2C#N)C1
[28] COC(=O)CSC1=C(C#N)C(c2sccc2C)CC(=O)N1 (configuration not stated)
[29] Cc1ccc(S(=O)(=O)NC(Cc2ccc(Cl)cc2)C(=O)O)cc1 (configuration not stated)
[30] O=C(OCC(=O)N1CCc2ccccc21)c1cccnc1
[31] FC(F)(F)c1ccc(/C=N/n2c(C3CCCCC3)n[nH]c2=S)cc1
[32] CN(C)c1ccc(CN(CC2CCCO2)C(=O)c2cccs2)cc1 (configuration not stated)
Assay by compound	25	26	27	28	29	30	31	32
p53 reactivator	3%	7%	8%	-12%	-1%	14%	1%	-5%
FLuc counter	?	-10%	2%	2%	-2%	?	-2%	3%
RORg inh	26%	33%	-29%	-4%	2%	?	-39%	-1%
PKM2 act	1%	-4%	nt	-5%	nt	6%	nt	nt
Menin-MLL TR inh	-12%	-1%	?	1%	20%	20%	-5%	?
NPC1 promoter act	-7%	1%	-4%	-3%	-5%	0%	-5%	-4%
Giardia kill	1	-20	-23	-6	0	-2	-6	-5
ELG1 genotoxic	2%	9%	0%[9.26 µM]	-1%	0%	4%	0%	-2%
VP16 counter	-11%	-3%	-19%	-6%	2%	3%	10µM*	-19%
BRCA1 expr act	-6%	-9%	-15%	-17%	13%	2%	-63%	0%
Rab9 prom act	-6%	-3%	0%	-7%	-1%	-7%	2%	12%

[33] Cc1csc(NC(=O)C2CCN(C(=O)CSc3nnc(C)n3Cc3ccccc3)CC2)n1
[34] CCOC(=O)Cc1nnc(Nc2cccc(C)c2)c2ccccc12
[35] Cc1ccc(S(=O)(=O)N2CCC(C(=O)NNC(=O)c3ccncc3)CC2)cc1
[36] CCOc1ccc2c(CC)cc(=O)oc2c1OCC
[37] CN(CC(=O)Nc1ccc(N2CCOCC2)cc1)C(=O)CCCOc1ccc(Cl)cc1Cl
[38] O=C(Nc1ccc(OC(F)(F)F)cc1)Nc1cccc([N+](=O)[O-])c1
[39] O=C(NN1CCN(Cc2ccccc2)CC1)c1ccc(Cl)cc1
[40] COc1ccc(S(=O)(=O)N2CCN(C)CC2c2ccccc2)cc1 (configuration not stated)
[41] COCCNC(=O)c1cc2nc(-c3ccccc3)cc(C)n2n1
Assay by compound	33	34	35	36	37	38	39	40	41
p53 reactivator	-7%	nt	1%	-18%	-8%	35µM*	1%	-2%	0%
FLuc counter	6%	?	2%	-2%	?	24µM*	-2%	4%	-2%
RORg inh	-34%	18%	-1%	-2%	nt	?	4%	nt	0%
PKM2 act	?	-1%	1%	9%	nt	11%	0%	nt	1%
Menin-MLL TR inh	1%	-8%	18%	-5%	nt	?	-13%	nt	-5%
NPC1 promoter act	-2%	nt	-7%	-1%	-3%	-10%	-3%	-1%	-12%
Giardia kill	5	5	5	-19	11	-1	-12	24	-21
ELG1 genotoxic	-5%	nt	3%	3%	-5%	4%	-11%	-4%	5%
VP16 counter	2%	8%	2%	-4%	nt	6.3µM*	10%	nt	-1%
BRCA1 expr act	2%	-12%	0%	-9%	-41%	-58%	-26%	9%	-11%
Rab9 prom act	-4%	nt	1%	-2%	-5%	-30%	-1%	-1%	12%
